Source: PubChem BioAssay (several laboratories)
ADAM10 inh = inhibitors of human ADAM10. O14672. recombinant ADAM10, EDANS/DABCYL FRET peptide cleavage, 3 h. inhibition, % at 7 µM. 370,000 tested, 0.62% active. AID 720582;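 active = inhibition above a per-campaign cutoff equal to the mean of compounds falling between control-based bounds plus 3 SD, cut at about 20% in these data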;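 note: 0% = DMSO wells while the 100% control is not disclosed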
DAX1 inh-1 = inhibits human nuclear receptor DAX1; P51843; HEK293 Gal4-DAX1 luciferase reporter, luminescence; inhibition, % at 6.75 µM; 340,000 tested, 0.99% active; AID 504766;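 active = inhibition above the mean over all tested compounds plus 3 SD, cut at about 4.2% in these data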;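 note: 0% = DAX1-transfected cells with DMSO and 100% = empty-vector control cells with DMSO; inhibition shows as a rise in luminescence from relieved DAX1 repression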
DAX1 inh-2 = DAX1 (NR0B1) inhibition, primary screen. 370,000 tested, 1.1% active. inhibition, % at 6.8 µM. AID 652010. HEK293T StAR-luciferase reporter, SF-1/DAX-1 repression relief;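 active = inhibition above the mean over all tested compounds plus 3 SD, cut at about 3.6% in these data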;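 note: 0% = DAX-1 cells with DMSO and 100% = cells lacking DAX-1 with DMSO; higher inhibition means more luminescence from relief of DAX-1 repression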
GC-A act = GC-A (human) enzyme activation | AID 1671463 | P16066 | 370,000 tested, 0.14% active | HEK293 GC-A cells, cGMP TR-FRET, EC30 ANP; 0% at EC30 ANP, 100% saturating ANP | activation, % at 10 µM; in the data active = activation above about 40%
Target sequence (P16066 whole entry, looked up): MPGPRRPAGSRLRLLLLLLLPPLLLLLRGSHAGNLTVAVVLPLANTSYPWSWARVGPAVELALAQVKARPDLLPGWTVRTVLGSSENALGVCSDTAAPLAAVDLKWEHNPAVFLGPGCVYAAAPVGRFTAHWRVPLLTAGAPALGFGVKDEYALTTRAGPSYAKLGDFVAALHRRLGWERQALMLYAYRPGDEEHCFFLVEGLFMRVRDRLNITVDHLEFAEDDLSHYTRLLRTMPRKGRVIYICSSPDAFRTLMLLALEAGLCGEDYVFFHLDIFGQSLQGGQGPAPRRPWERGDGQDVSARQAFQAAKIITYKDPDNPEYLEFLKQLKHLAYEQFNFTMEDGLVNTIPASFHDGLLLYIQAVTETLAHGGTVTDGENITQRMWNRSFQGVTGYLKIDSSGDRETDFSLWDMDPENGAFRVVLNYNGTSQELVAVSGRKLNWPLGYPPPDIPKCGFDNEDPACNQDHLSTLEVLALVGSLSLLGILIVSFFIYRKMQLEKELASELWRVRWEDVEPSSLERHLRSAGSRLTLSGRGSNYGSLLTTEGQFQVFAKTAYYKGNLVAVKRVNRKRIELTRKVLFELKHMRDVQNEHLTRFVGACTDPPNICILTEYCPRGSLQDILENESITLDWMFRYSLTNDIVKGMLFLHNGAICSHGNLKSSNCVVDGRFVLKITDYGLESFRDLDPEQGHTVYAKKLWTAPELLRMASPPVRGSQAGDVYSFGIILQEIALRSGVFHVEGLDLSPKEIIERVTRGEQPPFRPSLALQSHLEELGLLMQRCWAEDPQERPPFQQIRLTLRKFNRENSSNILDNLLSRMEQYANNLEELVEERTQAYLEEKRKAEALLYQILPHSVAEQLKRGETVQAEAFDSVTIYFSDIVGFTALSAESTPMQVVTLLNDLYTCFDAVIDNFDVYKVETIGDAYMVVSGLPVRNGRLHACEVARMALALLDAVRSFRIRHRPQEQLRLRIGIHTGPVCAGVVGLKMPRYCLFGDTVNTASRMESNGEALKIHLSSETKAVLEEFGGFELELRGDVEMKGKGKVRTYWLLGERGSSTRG
ssDAF12 agonist = activators of S. stercoralis DAF-12 nuclear receptor; HEK293 ssDAF-12/GRIP1 lit1-tk-luc reporter, luminescence; % of 3 µM dafachronic acid response; activation, % at 6.8 µM; 370,000 tested, 1% active; AID 652126;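 active = activation above the mean over all tested compounds plus 3 SD, cut at about 0.9% in these data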;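 note: 0% = DMSO-only wells and 100% = 3 µM delta7-dafachronic acid wells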
SMARCA2 activ = increases SMARCA2 function in MMTV reporter cells | MG213 cells, MMTV-luciferase reporter, dexamethasone, overnight | activation, % at 9.1 µM | 370,000 tested, 1% active; in the data active = activation above about 7.8%;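 note: 0% = vehicle wells and 100% = reference activator wells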
NPR2 activator = GC-B (human) receptor activation. P20594. HEK293-GC-B cells, CNP EC30, cGMP TR-FRET; 0% at EC30 CNP, 100% saturating CNP. activation, % at 10 µM. 370,000 tested, 0.11% active;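 active = activation at 10 µM reaching about 35% in either raw or pattern-adjusted values, limit read from the data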
GAA850 FXN act = increases GAA850 frataxin promoter reporter activity; HEK293 lucGAA850 FXN promoter luciferase reporter, 24 h; percent of 10 µM SAHA response; activation, % at 6 µM; 360,000 tested, 0.56% active; AID 540364;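 active = activation above the average of all compounds screened plus 3 SD, cutoff fixed separately per campaign, cut at about 7.5% in these data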;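 note: 0% = DMSO wells and 100% = 10 µM SAHA wells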
hgDAF12 agonist = agonists of H. glycines DAF-12 nuclear receptor | HEK293 GAL4-hgDAF12 UAS-luciferase reporter, agonist luminescence; normalized to butyrate control | AID 687014 | 370,000 tested, 1.8% active | activation, % at 6.8 µM;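 active = activation above a cutoff set at the mean of all screened compounds plus 3 SD, cut at about 10% in these data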;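 note: 0% = DMSO wells and 100% = sodium butyrate wells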
sPLA2-III inh = Blocks human group III sPLA2 activity; inhibition, % at 12.2 µM; Q9NZ20; QFRET BODIPY PC-A2 liposome hydrolysis, fluorescence; 370,000 tested, 0.56% active;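 active = inhibition above mean plus 3 SD of compounds lying within the high and low control bounds, cut at about 19% in these data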;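 note: 0% = median of test compound wells and 100% = no enzyme DMSO wells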
hcDAF-12 act = activates DAF-12 receptor from parasite H. contortus; HEK293 hcDAF-12 lit1-tk-luc reporter, luminescence; 0% DMSO, 100% Δ7-dafachronic acid; activation, % at 6.8 µM; 370,000 tested, 1.4% active;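 active = activation above the mean of all tested compounds plus 3 SD, cut at about 5.5% in these data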;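 note: 100% = response to 3 µM Δ7-dafachronic acid high control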
An asterisk follows results filed as active; x = not tested or not shown.

cpd | Compound | sPLA2-III inh | GAA850 FXN act | hgDAF12 agonist | DAX1 inh-2 | GC-A act | NPR2 activator | hcDAF-12 act | SMARCA2 activ | ssDAF12 agonist | ADAM10 inh | DAX1 inh-1
1 | Cc1ccc(NC(=O)CNc2ccccc2N2CCCC2=O)cc1S(=O)(=O)N1CCOCC1 | -8 | 0.3 | -0.5 | 0.6 | 2 | 4 | -0.8 | 0 | -1.7 | 3 | 0.3
2 | CCN(CC)C(=O)c1cccc(-c2csc(C(O)c3ccc(F)cc3)n2)c1 (stereo unspecified) | -7 | -0.6 | -2.4 | -2.2 | 0 | -6 | -2.2 | -4 | -1.5 | -19 | x
3 | CCC(C)[C@H]1CNC(=O)C(=O)N1CC(C)(C)C (stereo partly specified) | 3 | x | 1.0 | 0.2 | 0 | -4 | -0.7 | -1 | -0.3 | -12 | x
4 | CC(C)c1ccc(NC(=O)Nc2nc(C(N)CCc3ccccc3)cs2)cc1 (stereo unspecified) | 21* | 1.5 | 0.7 | -2.0 | -1 | 6 | 1.3 | -13 | -1.0 | 2 | x
5 | O=C(CSC1=NS(=O)(=O)c2cc(Cl)ccc2N1)Nc1ccccc1C(F)(F)F | -9 | -0.3 | 2.0 | -1.9 | 0 | 1 | -0.2 | 1 | -1.2 | 1 | 3.7
6 | Cc1ccc(C)c(NCC(O)c2ccccc2)c1 (stereo unspecified) | 2 | -0.7 | 1.0 | 0.5 | 2 | 6 | -1.8 | -1 | -1.8 | -3 | -2.6
7 | CCNC(=S)Nc1ccc(OC(F)(F)F)cc1 | 20* | 1.6 | -3.9 | 0.9 | -4 | 4 | -1.2 | 0 | -2.0 | -5 | -0.6
8 | COc1ccc2oc(C(=O)OCC(=O)N3CCN(S(=O)(=O)c4ccc(C)cc4)CC3)c(C)c2c1 | -10 | -0.6 | -1.6 | -2.3 | 3 | 2 | -1.9 | -2 | -1.0 | -170 | -0.7
9 | O=C(/C=C/c1ccccn1)c1cc(Br)ccc1O | -6 | 3.4 | 2.3 | -0.4 | -18 | -10 | -2.0 | 2 | -1.8 | -16 | 1.2
10 | COCCCn1c(=O)c2sccc2n(Cc2ccccc2)c1=O | 12 | 0.4 | -1.4 | 0.1 | 1 | 3 | -2.2 | -5 | -1.4 | -5 | 0.2
11 | COc1cc(SC)ccc1C(=O)Nc1ncc(C)s1 | 1 | -11 | -9.3 | 0.0 | -4 | -5 | 0.5 | -4 | -2.3 | 5 | -6.9
12 | CC(=O)c1ccc(NC(=O)c2cnsn2)cc1 | 5 | 1.6 | 7.4 | 3.0 | -3 | -3 | 5.1 | 2 | -0.3 | 1 | 2.3
13 | COc1ccc(CCNC(=O)N2c3ccccc3Sc3ccccc32)cc1 | -7 | -1.9 | -5.4 | -2.2 | -22 | -14 | -4.8 | -7 | -1.5 | 1 | -3.0
14 | CS(=O)(=O)c1ccc2nc(NC(=O)c3ccc(Cl)cc3)sc2c1 | 0 | 0.6 | 1.5 | -0.2 | 1 | 7 | -1.7 | 0 | -1.2 | -4 | 1.3
15 | Cc1cccc(Cn2cnc3ccccc32)c1 | 7 | 1.1 | 0.6 | -1.0 | -8 | -11 | -0.8 | -3 | -1.2 | 2 | 0.9
16 | CC1(C)C(=O)CCC2(C)C1=CCC1C2C(=O)CC2(C)C1CCC2(O)C(=O)CO (stereo unspecified) | 0 | -0.5 | 0.9 | 0.8 | 3 | 3 | 1.1 | 2 | -2.1 | 0 | 3.5
17 | Cc1ccc(C)c(NC(=O)c2ccccc2NS(=O)(=O)c2cc([N+](=O)[O-])ccc2C)c1 | 4 | -9.5 | -3.5 | -0.8 | 18 | 9 | -1.2 | -7 | -1.6 | 5 | 0.2
18 | COc1ccccc1C1=NOC(Cn2c(=O)c3c(ncn3C)n(C)c2=O)C1 (stereo unspecified) | 6 | 3.6 | 1.3 | 0.4 | -1 | -2 | 5.2 | 1 | 0.9* | 9 | 0.0
19 | COc1ccc(-c2csc(C(C)(O)c3cccc(OC)c3)n2)cc1 (stereo unspecified) | -10 | -0.8 | -3.1 | -3.2 | 1 | 0 | -2.4 | -5 | -1.7 | 2 | x
20 | Nc1[nH]c2cc([N+](=O)[O-])ccc2c1-c1ccccn1 | -5 | 1.1 | 4.3 | -0.6 | 9 | 9 | 0.6 | -1 | -0.5 | -2 | -0.2
21 | O=C(Nc1ccccc1)/C(=C1\CCCN1)[N+](=O)[O-] | -1 | 1.7 | 3.9 | 1.1 | 1 | -4 | 1.4 | -1 | -1.1 | 2 | 0.6
22 | COc1ccc(C)cc1NC(=S)Nc1ccccc1SC | 3 | 1.1 | 0.5 | -1.2 | 2 | -1 | 1.9 | -1 | -0.3 | -2 | 0.7
23 | Cc1ccc(C(=O)Nc2ncc([N+](=O)[O-])s2)cc1 | -2 | -9.5 | -7.9 | -1.0 | 4 | 9 | -3.2 | -6 | -2.1 | 1 | -6.0
24 | O=C(/C=C/c1ccco1)Nc1ccc2nc3n(c(=O)c2c1)CCCC3 | -6 | 5.5 | 4.0 | 1.1 | 0 | -3 | -1.3 | 1 | -0.8 | -3 | 1.1
25 | Cc1cccc(C)c1NC(=O)CSc1cc(C(=O)c2nccn2C)c2ccccc2n1 | 11 | -4.2 | -0.5 | -0.2 | -1 | 0 | -3.1 | -4 | 0.0 | -11 | -0.3
26 | CCC1CCCCN1S(=O)(=O)c1ccc(NC(=O)C2CC(=O)N(C(C)(C)C)C2)cc1 (stereo unspecified) | 2 | 2.9 | 4.8 | 2.4 | 2 | 2 | 0.7 | 6 | -0.6 | -12 | 1.2
27 | O=C(Nc1nc2c(F)cc(F)cc2s1)c1ccc([N+](=O)[O-])o1 | 0 | -2.2 | 0.8 | -2.1 | 6 | 6 | 2.2 | 0 | -1.1 | 4 | 0.8
28 | COc1ccc(C2CC(=O)N3CN(c4ccc(C)c(Cl)c4)CSC3=C2C#N)cc1 (stereo unspecified) | 5 | 1.8 | 0.7 | 1.1 | -1 | -3 | 0.2 | 0 | -0.3 | -8 | 0.4
29 | NS(=O)(=O)c1ccc(NC(=O)CCc2ccccc2)cc1 | 4 | 0.6 | 1.0 | -0.7 | -1 | 4 | -1.3 | -3 | -1.4 | 0 | -1.1
30 | CCCCNc1ncnc2sc3c(c12)CCN(CCC)C3 | 6 | 0.2 | 1.1 | -0.6 | -14 | 2 | -1.1 | -2 | -0.6 | -210 | 0.1
31 | CNC(=S)N(Cc1cc2cc(OC)c(OC)cc2[nH]c1=O)C1CCCC1 | 4 | 0.6 | -2.3 | -1.0 | x | x | 0.9 | 0 | -0.6 | -236 | -0.1
32 | COCCN(C(C)=O)c1nnc(-c2ccccn2)s1 | 5 | 3.3 | 3.4 | 0.2 | -2 | 2 | -1.8 | -2 | -0.9 | -15 | 1.7
33 | O=C1CC(C(=O)Nc2nccs2)C(c2ccccc2)O1 (stereo unspecified) | 5 | -0.6 | -2.1 | -0.6 | -2 | -2 | -1.4 | -4 | -1.2 | -9 | 0.3
34 | CCCN1CCN(C(=O)c2ccc(-c3ccc([N+](=O)[O-])cc3)o2)CC1 | -5 | 2.2 | 0.3 | -0.5 | 3 | 4 | 1.2 | 0 | -1.1 | -18 | -0.4
35 | CCN1CCN(CC(=O)Nc2ccc(Cl)c(S(=O)(=O)N(C)C)c2)CC1 | 0 | -2.6 | -0.4 | -0.2 | 6 | 0 | -0.8 | 5 | -1.9 | -6 | 0.4
36 | [O-][n+]1c2ccccc2c2n1CCN=C2c1ccc(Cl)cc1 | 0 | 4.4 | 4.3 | -0.2 | 1 | 2 | 5.2 | 5 | -0.1 | -2 | 1.9
37 | Cc1[nH]c2ccccc2c(=O)c1SC(F)(F)C(F)C(F)(F)F (stereo unspecified) | 0 | 1.2 | 0.8 | 0.1 | 3 | 0 | -0.7 | 0 | -0.5 | -6 | -0.1
38 | CCN1C(=O)C(CC(=O)Nc2ccc(F)cc2)N(Cc2ccc3c(c2)OCO3)C1=S (stereo unspecified) | -43 | 0.5 | -2.0 | -0.9 | -6 | 0 | 0.3 | -6 | -1.7 | 5 | 0.0
39 | CCC(C)(C)NC(=O)COc1ccc(OCc2ccccc2)cc1 | 2 | 1.7 | -0.1 | 0.2 | 3 | 2 | -0.3 | -2 | -1.9 | 9 | -1.4
40 | CC(=O)Nc1cc(-c2ccc(N(C)C)cc2)cn2c(-c3ccc(F)c(Cl)c3)cnc12 | 2 | 2.0 | 2.2 | -0.9 | 0 | 3 | -0.8 | -1 | -1.3 | -15 | x
41 | CC12CCCCC1=CC(=O)CC2 (stereo unspecified) | 4 | 0.5 | -1.2 | -0.3 | 5 | 2 | -0.4 | -4 | -1.2 | 1 | 1.5
42 | COc1cc(NC(=O)c2cc3ccccc3cc2OC)ccc1NC(=O)c1cccs1 | -6 | -5.9 | -3.6 | -5.1 | -2 | -1 | -5.1 | 0 | -2.0 | -15 | -2.5
43 | O=Cc1cc(OCc2ccccc2)ccc1[B-](F)(F)F | 2 | -5.2 | -6.7 | -5.2 | 21 | -4 | -3.2 | 3 | -1.1 | 1 | -1.1
44 | Cc1cc(C(=O)N2CCN(c3ccc(C(F)(F)F)cn3)CC2)c(C)o1 | -10 | -0.7 | 0.0 | -0.7 | -5 | -4 | -3.0 | -5 | -2.1 | -19 | -2.1
45 | CCCC(=O)OC[C@H]1CN(C2CCCC2)S(=O)(=O)c2c(F)cccc2O1 | 3 | x | -1.3 | 1.9 | -6 | -4 | 2.6 | -2 | 0.1 | -2 | x
46 | COc1ccc(Nc2nc(N)nc(CN3CCOCC3)n2)cc1 | 7 | 1.2 | 4.3 | -0.5 | 4 | -1 | 0.2 | 4 | -1.0 | 0 | 0.4
47 | O=C(CCN1C(=O)C2C3CC(C(Br)C3Br)C2C1=O)OCC(=O)c1ccccc1 (stereo unspecified) | -20 | 0.1 | -0.6 | -0.1 | 0 | 0 | -1.1 | 5 | -1.9 | -1 | 0.9
48 | N#CC1=C(S)N(c2ccccc2)C(c2ccc(-c3cc(Cl)ccc3Cl)o2)NC1=O (stereo unspecified) | -13 | 0.4 | 1.2 | 0.7 | 1 | -1 | 2.5 | 0 | -0.9 | 3 | -2.0
49 | O=C(CN1CCN(S(=O)(=O)c2ccc(Cl)s2)CC1)N1CCOCC1 | 14 | 0.5 | -0.2 | -0.5 | 0 | 0 | -0.4 | -4 | -1.5 | -5 | x
50 | Cc1nnc(SCCC(=O)Nc2nc(-c3ccccc3)ns2)s1 | -2 | 1.6 | -0.5 | -0.2 | 8 | 4 | 3.0 | 0 | -0.6 | 15 | -0.1
51 | Cc1ccccc1Nc1nc(N)nc(COC(=O)[C@@H](NC(=O)c2ccco2)C(C)C)n1 | -4 | -1.8 | 1.7 | 0.7 | 1 | 3 | 1.4 | -1 | -0.2 | -8 | -0.6
52 | COc1ccc2c(c1)c(=O)oc1cc(OCC(=O)NC3CC3)ccc12 | -4 | 2.3 | 3.5 | 0.1 | 8 | 1 | 0.7 | 1 | -1.6 | -87 | 0.5
